Bioassay records (PubChem BioAssay)
CCHFV vOTU inh: CCHFV vOTU protease inhibitors, primary screen, biochemical, Pep-AMC substrate, fluorescence; Crimean-Congo hemorrhagic fever virus L polyprotein viral ovarian tumor (vOTU) protease …; inhibition, % at 11.5 µM; hit rate 0.55% among 370,000; AID 651958, 2012; in the data active means inhibition above about 30%; further: 0% = vehicle wells with enzyme and 100% = no enzyme wells
DUSP3 inh: VHR1 phosphatase inhibitors, primary screen, biochemical, absorbance, uHTS | Dual specificity protein phosphatase 3 (Homo sapiens), P51452 | recombinant VHR phosphatase, pNPP absorbance | inhibition, % at 13.3 µM | hit rate 0.52% among 290,000 | AID 1654, 2009; in the data active means inhibition above about 50%; further: some compounds called inactive have numbers as strong as hits
Target sequence (P51452 whole entry, looked up): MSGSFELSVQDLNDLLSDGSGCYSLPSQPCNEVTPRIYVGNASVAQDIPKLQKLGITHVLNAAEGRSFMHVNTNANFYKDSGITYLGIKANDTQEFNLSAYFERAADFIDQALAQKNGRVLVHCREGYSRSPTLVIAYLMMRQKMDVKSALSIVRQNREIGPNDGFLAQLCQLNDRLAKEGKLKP
PrPC TRFRET: inhibitors of human cell surface prion protein PrPC, primary screen, cell-based, TR-FRET | TR-FRET read-out | inhibition, % at 13.8 µM | hit rate 0.43% among 370,000; in the data active means inhibition above about 24%; further: 0% = median of the test wells and 100% = reference compound wells
MazF activator: activators of E. coli MazEF toxin-antitoxin RNase, primary screen, biochemical, fluorescence, uHTS; activation, % at 20 µM; Endoribonuclease toxin MazF (Escherichia coli (strain K12)), P0AE70; hit rate 0.32% among 350,000; FAM/BHQ RNA-DNA oligo cleavage fluorescence, 5 h; AID 504720, 2011; in the data active means activation above about 50%
Target sequence (P0AE70 whole entry, looked up): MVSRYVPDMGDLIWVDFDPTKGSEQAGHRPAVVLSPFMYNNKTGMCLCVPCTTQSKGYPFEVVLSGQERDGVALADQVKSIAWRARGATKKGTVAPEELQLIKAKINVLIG
SARS 3CLpro inh: SARS-CoV 3CLpro protease inhibitors, primary screen, biochemical, quenched FRET; Replicase polyprotein 1ab (Severe acute respiratory syndrome coronavirus), P0C6X7; recombinant SARS-CoV 3CLpro, quenched FRET peptide cleavage; inhibition, % at 6 µM; hit rate 0.14% among 290,000; AID 1706, 2009; in the data active means inhibition above about 12%
SSB-PriA inh: inhibitors of Klebsiella pneumoniae PriA binding to SSB C-terminal tail, primary screen, biochemical, AlphaScreen | hit rate 0.6% among 430,000 | AlphaScreen SSBct-PriA binding, biotinylated peptide | inhibition, % at 33 µM; in the data active means inhibition mostly above about 37%, no sharp cut-off; inactive means mostly below about 20%;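 further: plate controls were negative control peptide for no effect and reference peptide for full effect; strong numbers were not always called active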
BoNT-F LC inh: BoNT/F light chain protease inhibitors, primary screen, biochemical, flow cytometry, MLPCN library; Botulinum neurotoxin type F light chain protease (Clostridium botulinum); Multiplex microsphere protease cleavage assay; inhibition, % at 10 µM; hit rate 0.22% among 360,000; AID 588497, 2011; in the data active means inhibition above about 35%, passing the limit was not always enough; inconclusive means no clear call, values can overlap the other calls; further: plate controls were buffer without enzyme for full effect and enzyme alone for no effect
BoNT A protease: BoNT/A light chain protease inhibitors, primary screen, biochemical, flow cytometry, MLPCN library | Botulinum neurotoxin type A light chain protease (Clostridium botulinum A str. ATCC 3502) | inhibition, % at 10 µM | hit rate 0.17% among 360,000 | multiplex microsphere protease substrate cleavage; further: plate controls were buffer without enzyme for full effect and enzyme alone for no effect
Rv3671c inh: Rv3671c serine protease inhibitors, primary screen, biochemical, fluorescence polarization, M. tuberculosis H37Rv | P9WHR9 | inhibition, % at 5.96 µM | hit rate 0.048% among 320,000; in the data active means inhibition above about 38%;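 further: extracellular domain of Rv3671c used as enzyme; 0% = enzyme with DMSO and 100% = no enzyme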
Target sequence (P9WHR9 whole entry, looked up, the tested form may be a part): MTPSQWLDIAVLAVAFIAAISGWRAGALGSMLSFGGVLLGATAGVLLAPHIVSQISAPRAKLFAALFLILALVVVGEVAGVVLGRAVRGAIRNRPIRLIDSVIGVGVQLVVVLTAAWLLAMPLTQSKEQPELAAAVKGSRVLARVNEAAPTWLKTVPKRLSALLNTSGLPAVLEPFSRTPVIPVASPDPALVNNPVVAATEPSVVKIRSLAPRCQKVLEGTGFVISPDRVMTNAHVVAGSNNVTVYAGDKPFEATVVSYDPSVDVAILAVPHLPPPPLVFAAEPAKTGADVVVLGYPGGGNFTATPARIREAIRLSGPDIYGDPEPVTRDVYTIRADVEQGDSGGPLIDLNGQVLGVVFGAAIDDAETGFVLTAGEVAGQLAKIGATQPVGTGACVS
Anthrax LF prot: Bacillus anthracis LF protease inhibitors, primary screen, biochemical, multiplex microsphere, MLPCN library; AID 588501, 2011; multiplex microsphere protease cleavage assay; Lethal factor (Bacillus anthracis), P15917; hit rate 0.12% among 360,000; inhibition, % at 10 µM; further: plate controls were buffer without enzyme for full effect and enzyme alone for no effect
Starred values were filed as active, the others as inactive; ? = inconclusive; . = not tested or not shown; & = joins results of further samples. Unless noted, no stated cut-off is given here; in the data, active means inhibition above about 30%; inconclusive means no clear call, values can overlap the other calls; inactive means below that. An excerpt. The share of hits here may be higher or lower than overall.

molecule,PrPC TRFRET,BoNT A protease,SARS 3CLpro inh,MazF activator,BoNT-F LC inh,DUSP3 inh,Anthrax LF prot,CCHFV vOTU inh,Rv3671c inh,SSB-PriA inh
Cc1ccccc1C(=O)Nc1ccnn1C1CCN(Cc2cccnc2)CC1,-4,?,1,1,?,24,?,2,-3,11
O=C(c1ccccc1F)N(Cc1ccccc1)C1CCS(=O)(=O)C1 (configuration not stated),-2,-0.5,-1,4,-1,3,-1,4,2,-2
O=C(CCCC(=O)c1ccccc1)NCc1ccccc1,-3,-1.2,-5,-7,0,5,5,-2,-1,-3
COC(=O)CSc1nnc(CNC(=O)c2ccc(OC)c(OC)c2)n1C,-6,-0.1,-1,0,2,4,0,-7,2,4
C[C@]12C=CC(=O)C=C1CC[C@@H]1[C@@H]2C(=O)C[C@@]2(C)[C@H]1CC[C@]2(O)C(=O)CO,5&-1,-1.4&-1.0,-4,4&0,-1&-8,2,6&1,3&1,-3&7,-2
O=C(C[C@H]1C/C=C\C[C@H](NC(=O)OCC2c3ccccc3-c3ccccc32)C(=O)OC[C@H](Cc2ccccc2)NC1=O)N[C@H](CO)Cc1ccccc1,1,0.4,.,-7,-18,.,3,0,-19,-1
CCC(C)(C)NC(=O)Cn1c(-c2ccc(C)cc2)noc1=O,2,-0.9,0,-13,-4,4,-3,-3,7,-3
COc1ccc(-n2c(O)c(C(C)=NCCCn3ccnc3)c(=O)[nH]c2=O)cc1,-12,-2.4,-1,-3,-6,46,1,-141,3,6
O=C(OCc1c(-c2ccccc2)ncc2ccccc12)N1CCOCC1,6,0.3,.,2,-3,.,-2,-5,-6,-13
CCOc1cc2c(cc1C=O)OC(C)C2 (configuration not stated),7,-0.5,3,0,-6,16,-3,-11,-15,-1
COC(=O)c1cc(CNC(=O)c2ccc(N3CCCC3)c([N+](=O)[O-])c2)ccc1OC,-4,2.4,3,3,-8,37,4,10,-2,16
Cc1cc(OCc2cc3c(cc2Cl)OCO3)c2c(C)cc(=O)oc2c1,0,-0.1,2,38,0,5,3,9,-2,-9
Cc1sc2ncnc(SCC(=O)NC(C)(C)C)c2c1C,2,0.2,-1,-20,0,20,7,12,-2,-5
COc1ccccc1-n1c(CNCC2CCCO2)nc2ccccc2c1=O (configuration not stated),5,-0.7,2,1,-6,5,-3,26,-1,5
COCCNC(=S)N1CCN(C/C=C/c2ccccc2)CC1,-8,-0.1,-1,-3,-7,-5,-4,-2,-2,1
CSc1ncccc1C(=O)OCC(=O)NC(=O)NCCC(C)C,9,2.8,-3,4,19,-5,8,4,5,-8
Cc1cccc(Cn2c(C(=O)OC(C)C)cc3c2ccn3C)c1,-8,2.2,3,-7,-6,8,-3,35*,-2,-6
COc1ccc(-c2cc(C(=O)Nc3ccccc3SC)no2)cc1,-4,0.8,4,-4,-7,15,-2,0,-4,-7
CCNC(=O)NC(=O)C(C)OC(=O)CCCSc1nc2ccccc2s1 (configuration not stated),20,0.2,7,-15,-2,-2,1,-4,0,-7
Cc1ccccc1NC(=O)Cc1nc(COC(=O)COc2cccc(C)c2C)cs1,5,-41,.,-3,-54,.,-3,24,-12,1
CCN(CC)S(=O)(=O)c1ccc2c(c1)nc(CCC(=O)Nc1ccc(N3CCOCC3)cc1)n2C,-2,1.6,1,-8,-10,20,-6,1,2,-5
Cc1cccc(Cn2cnc3c(N)c(C)c(C)cc32)c1,-1,0.2,2,-2,2,24,-11,8,5,15
O=[N+]([O-])c1cc(-c2nnc(Nc3ccccc3)c3ccccc23)ccc1N1CCOCC1,-10,-0.1,-1,2,-4,17,-2,-5,6,6
Cc1ccc(S(=O)(=O)n2ccc3c2CCCC3=O)cc1,-2,-3.7,1,0,14,-16,-1,-5,4,0
COc1cccc(-c2cc3c(-n4cccc4)ncnc3o2)c1,-5,-0.2,0,-2,-1,21,-4,-2,-38,-5
CCCc1[nH]n(-c2ccc(F)cc2)c(=O)c1C=Nc1cccc(F)c1,-4,0.2,3,4,2,8,-2,21,-9,-15
O=C(O)c1cc(=O)n(Cc2ccccc2)c(=O)[nH]1,-4,-0.3,-2,6,-3,-1,-11,26,.,17
O=C(c1cccs1)c1c[nH]cc1-c1ccccc1,-14,-5.7,.,5,?,.,-20,9,-5,26
COc1ccc(C(=O)Oc2ccc3ccc(=O)oc3c2)cc1OC,3,0.7,1,-1,-13,21,-2,-44,6,-2
O=C(Cn1cc(C(=O)c2ccco2)c2ccccc21)NC1CCCCC1,4,0.1,1,3,-1,37,0,14,6,-8
CCc1ccc(NC(=O)Cn2nc(C(=O)O)c3ccccc3c2=O)cc1,4,2.0,3,-2,3,12,9,5,-5,-7
CCc1noc(C)c1C(=O)OCC(=O)NC(=O)c1ccccc1OC,-5,2.1,-1,-7,4,-14,2,4,-3,-6
CCOc1cc2[nH]c(=O)n(CCCC(=O)NCc3ccc(OC)cc3)c(=O)c2cc1OCC,5,-0.4,5,1,-1,33,0,0,-7,4
COc1ccc(S(=O)(=O)N2CCOC2CNC(=O)C(=O)NCCc2ccccc2)cc1C (configuration not stated),-1,-0.1,4,6,2,13,-8,4,5,-2
CC(O)[C@@H](C(=O)N1CCNCC1)n1cc(CCCCN)nn1 (some centres not stated),2,-0.2,-4,-5,-14,7,1,15,-9,-3
NC(=O)c1ccccc1NC(=O)CCCc1ccccc1,-6,-2.9,-9,2,4,-4,0,-1,3,-7
CC(=O)/C(=N/Nc1ccc(C)cc1)Sc1nnc(CCc2ccccc2)n1-c1ccccc1,-7,0.0,-2,-8,-3,-2,-1,-8,-4,.
C(=N\Nc1ccccn1)/c1c[nH]c2ccccc12,2,3.1,0,4,29,29,?,14,1,.
COc1cccc(NC(=O)C(OC(=O)/C=C/c2ccc3c(c2)OCO3)c2ccccc2)c1 (configuration not stated),-1,1.8,2,6,-4,10,5,10,-55,-1
Cc1ccc(-c2cc(C(=O)Nc3ccccc3C(N)=O)c3ccccc3n2)o1,-5,.,.,1,.,.,.,-3,-9,-10
CC1Cc2ccccc2N1C(=O)COC(=O)Cc1ccc(F)cc1 (configuration not stated),3,.,.,0,.,.,.,-1,1,-14
O=C(CN(C(=O)CNS(=O)(=O)c1ccccc1)c1ccc2c(c1)OCCO2)NCc1ccco1,3,-0.7,0,7,2,27,2,2,0,-14
COc1cc(OC)cc(-c2c(Sc3ccccc3)c3cc(-c4ccc(SC)cc4)ccc3n2C)c1,14,0.4,.,.,9,.,1,19,.,.
COc1ccc(C(=O)N2CCCC(c3ccccc3)=N2)cc1,3,-1.1,4,4,-15,13,-6,-2,3,-4
Cn1c(S(=O)(=O)O)nc2ccccc21,0,-0.6,-2,2,-7,2,-4,-8,1,4
O=C(CSc1nc2ccccc2s1)NCCOc1ccc(Cl)cc1,5,-1.8,3,-4,2,21,-1,1,-7,-10
c1ccc(-c2noc(-c3cccs3)n2)nc1,.,-0.4,2,4,8,9,-1,.,-3,27
O=C1OC(CCl)CN1Cc1c(Cl)cccc1Cl (configuration not stated),-2,.,.,8,.,.,.,-2,8,-20
COc1ccc(OCC(O)Cn2c(=N)n(Cc3ccccc3)c3ccccc32)cc1 (configuration not stated),-11,-0.5,-3,5,-7,-1,-8,9,0,8
O=C(Nc1cccc(C(F)(F)F)c1)c1cc(-c2ccc(F)cc2)on1,-4,-1.5,-5,2,-8,23,9,-12,6,-8
Cc1cnc(C(=O)OCC(=O)NC(C)CCc2ccccc2)cn1 (configuration not stated),0,0.2,4,10,2,20,1,-18,-10,-10
CCOc1ncccc1C(=O)NCCc1ccc(S(N)(=O)=O)cc1,-2,0.0,-2,9,2,10,-1,5,-9,6
COc1ccc(S(=O)(=O)N2CCCC(C(=O)NCc3ccccn3)C2)cc1 (configuration not stated),8,-0.2,4,3,-16,-14,0,5,3,2
CC(C)CCC(=O)N1CCOC1=O,4,-0.3,2,4,3,9,2,0,-2,-10
Cc1ccc(N2C(=O)c3ccc(C(=O)N4CCOCC4)cc3C2=O)cc1C,-1,-0.5,1,-5,-4,25,3,8,-1,-6
CC1CN(C(NC(=O)C(C)(C)C)C(Cl)(Cl)Cl)CC(C)O1 (configuration not stated),-6,0.2,-3,1,?,18,-2,-1,5,-2
O=C(Nc1cc(S(=O)(=O)N2CCOCC2)ccc1O)c1ccc(NS(=O)(=O)c2ccc(Cl)s2)cc1,-3,-0.8,9,8,1,3,-1,8,-18,7
CC(OC(=O)CN1C(=O)c2ccccc2C1=O)C(=O)NCc1ccccc1 (configuration not stated),5,2.6,1,3,-3,22,-7,-6,-2,-2
CC(=O)C1=C(C)N(Cc2ccco2)C(=O)C1(NC(=O)C1CCCCC1)C(F)(F)F (configuration not stated),6,2.9,-2,5,4,17,-3,11,5,1
CCN(CC)CCCNC(=O)C(C)Sc1nc(-c2ccccc2)cc(C(F)(F)F)n1 (configuration not stated),-4,-0.9,-1,0,-5,-3,1,-3,8,-4

Grouped by structure, the compounds so far with two or more sulfur atoms (5)
molecule,PrPC TRFRET,BoNT A protease,SARS 3CLpro inh,MazF activator,BoNT-F LC inh,DUSP3 inh,Anthrax LF prot,CCHFV vOTU inh,Rv3671c inh,SSB-PriA inh
Cc1sc2ncnc(SCC(=O)NC(C)(C)C)c2c1C,2,0.2,-1,-20,0,20,7,12,-2,-5
CCNC(=O)NC(=O)C(C)OC(=O)CCCSc1nc2ccccc2s1 (configuration not stated),20,0.2,7,-15,-2,-2,1,-4,0,-7
COc1cc(OC)cc(-c2c(Sc3ccccc3)c3cc(-c4ccc(SC)cc4)ccc3n2C)c1,14,0.4,.,.,9,.,1,19,.,.
O=C(CSc1nc2ccccc2s1)NCCOc1ccc(Cl)cc1,5,-1.8,3,-4,2,21,-1,1,-7,-10
O=C(Nc1cc(S(=O)(=O)N2CCOCC2)ccc1O)c1ccc(NS(=O)(=O)c2ccc(Cl)s2)cc1,-3,-0.8,9,8,1,3,-1,8,-18,7

Next section.
molecule,PrPC TRFRET,BoNT A protease,SARS 3CLpro inh,MazF activator,BoNT-F LC inh,DUSP3 inh,Anthrax LF prot,CCHFV vOTU inh,Rv3671c inh,SSB-PriA inh
CC(C)NS(=O)(=O)c1ccc(OCC(=O)Nc2ccc(F)cc2)cc1,6,-0.7,4,9,-10,25,-5,-12,-3,-5
CC(C)(C)C1CCC(OC(=O)CN2CCCCC2)CC1 (configuration not stated),-23,1.9,2,4,?,20,2,5,3,-12
CCN(Cc1ccccc1)C(c1cccs1)c1nnnn1C1CCCCC1 (configuration not stated),-7,-0.3,2,-2,5,28,-2,-11,1,-4
COC(=O)c1c(NC(=O)CN2CCCC(C)C2)c2c(C)cccc2n1C (configuration not stated),2,-0.1,-4,0,1,9,-2,14,4,-4
COc1ccc(CN2CCSCC2)c(C)c1C,-4,-1.8,7,9,0,15,7,5,.,-16
CCc1ccccc1C1=CC(=O)C[C@H](c2ccc(OC)cc2)C1,2,-0.9,.,5,-13,.,-4,11,-1,-62
